Assay outcomes: PubChem BioAssay, National Center for Advancing Translational Sciences (NCATS)
p53null 39C kill = p53 null cell cytotoxicity, nonpermissive temperature; H1299 p53-null (neo) cells, 39C, ATPlite viability, 24 h; Potency, µM (titrated, usually from 46.1 µM), inactives show top-dose activity, negative = cell killing, actives largely listed as cytotoxic; actives 0.97% (n = 55,000);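 further: potency means the concentration at half of the fitted maximal effect; 0% = DMSO only and -100% = full killing by 100 µM tamoxifen; nearly all actives have a fitted effect of over 50% in size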
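H1299 lung cancer cells, p53-null (H1299-neo) or expressing p53 A138V (H1299-p53A138V), were plated overnight at 37C, then exposed to compounds at up to 46 uM for 24 hr at 39C. Viability was read by ATP-based luminescence.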
B2AR arrestin ag = agonists recruiting beta-arrestin to human beta2-adrenergic receptor. Potency, µM (titrated, usually from 46.1 µM), for inactives: top-dose activation, most hits filed as activators. HTLA Tango cells, beta-arrestin recruitment, luciferase luminescence, 18 h. 44,000 tested, under 10 active;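 further: potency means the concentration at half of the fitted maximal effect; 0% = DMSO and full agonism = EC100 isoproterenol or metaproterenol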
Target sequence (P07550 whole entry, looked up): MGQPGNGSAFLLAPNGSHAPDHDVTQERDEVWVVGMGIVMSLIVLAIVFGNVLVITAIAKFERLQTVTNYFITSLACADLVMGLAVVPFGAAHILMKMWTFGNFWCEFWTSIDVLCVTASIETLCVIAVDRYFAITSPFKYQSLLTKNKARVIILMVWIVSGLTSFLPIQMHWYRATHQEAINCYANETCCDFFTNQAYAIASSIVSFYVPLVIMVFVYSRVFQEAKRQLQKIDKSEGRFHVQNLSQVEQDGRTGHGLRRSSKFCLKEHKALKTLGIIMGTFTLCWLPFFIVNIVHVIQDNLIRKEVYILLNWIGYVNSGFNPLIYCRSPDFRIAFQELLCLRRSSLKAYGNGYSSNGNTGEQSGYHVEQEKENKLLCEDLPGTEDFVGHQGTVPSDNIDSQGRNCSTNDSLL
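Tango cells expressing recombinant beta2-AR and beta-arrestin were treated with compounds (up to 46 microM titration) in DMEM with 1% FBS for 18 hr at 37 degrees C. Beta-arrestin recruitment drove tTA-dependent luciferase, read by luminescence; curves were fitted and classed.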
TSG101-PTAP inh = blocks PTAP binding to human TSG101, validation; Fluorescence polarization, FITC-PTAP peptide/Tsg101, 20 min; 44,000 tested, under 10 active; Potency, µM (titrated, usually from 115 µM), inactives show top-dose activity change, negative = inhibition, hits mostly inhibitors; AID 1347069; further: potency means the concentration at half of the fitted maximal effect; 0% is about no effect
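Read-out is FITC fluorescence polarization. Compounds were added to Tsg101 binding domain (10 uM final), then FITC-PTAP peptide (50 nM final), 20 min at r.t. Total S+P intensity flags fluorescent compounds.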
NTMT1 inh = NTMT1 methyltransferase inhibition. Q9BV86. NTMT1 MTase-Glo SAH luminescence, purified enzyme. Potency, µM (highest dose often 114 µM), without a hit: at the top dose activity change, negative = inhibition, usual class: inhibitors. actives 2.5% (n = 59,000);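 further: potency means the concentration at half of the fitted maximal effect; plate controls were DMSO vehicle for no effect and no enzyme for full effect; nearly all actives have a fitted effect of over 65% in size; many of its hits are not listed in these tables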
Target sequence (Q9BV86 whole entry, looked up): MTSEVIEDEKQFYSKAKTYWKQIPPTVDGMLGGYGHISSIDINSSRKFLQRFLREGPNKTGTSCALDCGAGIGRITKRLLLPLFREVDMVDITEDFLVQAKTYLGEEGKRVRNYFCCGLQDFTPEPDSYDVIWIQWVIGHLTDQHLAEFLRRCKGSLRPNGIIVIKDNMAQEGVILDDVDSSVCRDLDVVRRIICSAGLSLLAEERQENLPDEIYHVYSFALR
FH mod = Identification of activators of human fumarate hydratase by quantitative high-throughput screening. Fumarate hydratase, mitochondrial (Homo sapiens), P07954. FH coupled MDH/diaphorase resazurin fluorescence, 15 min. Potency, µM (doses to about 79.9 µM), without a hit: top-dose activity change, negative = inhibition, most hits filed as inhibitors. actives 0.22% (n = 54,000); further: potency means the concentration at half of the fitted maximal effect; on the % scale 0 is the no-effect control and ±100 the full control effect; the screen sought activators but most active calls are inhibition curves; nearly all actives have a fitted effect of over 45% in size
GALK inhibitor = inhibits human galactokinase | 44,000 tested, under 10 active | recombinant GALK, Kinase-Glo ATP luminescence, 1 h | P51570 | Potency, µM (doses to about 57.5 µM), inactives show at the top dose activity, negative = inhibition, usual class: inhibitors;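 further: plate controls were full GALK reaction for no effect and reaction lacking GALK for full effect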
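5 nM GALK; 35 uM ATP; 100 uM D-galactose; 20 mM HEPES pH 8.0, 5 mM MgCl2, 60 mM NaCl, 1 mM DTT, 0.01% BSA; 1 h RT; Kinase-Glo Plus luminescence.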
p53null 32C tox = p53 null cell cytotoxicity, permissive temperature | H1299-neo p53 null cells, ATP luminescence, 24 h, 32C | actives 0.62% (n = 55,000) | Potency, µM (highest dose often 46.1 µM), without a hit: at the highest dose activity change, negative = cytotoxicity, hits mostly cytotoxic;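 further: potency means the concentration at half of the fitted maximal effect; 0% = DMSO only and -100% = full killing by 100 µM tamoxifen; nearly all actives have a fitted effect of over 55% in size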
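Cytotoxicity: H1299-neo (no p53), 32C, 24 h treatment. Concentrations up to 46 uM. Readout cellular ATP, luminescence. Normalization to DMSO basal and tamoxifen 100 uM maximal kill.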
The depositor's hits bear a star; ? = inconclusive; [ ] = remark or other dose. The call rests on the fitted dose curve; in most records, active means well fitted curve in the direction sought with a large enough effect; inconclusive means small, poorly fitted or top-dose-only effect, or another doubt; inactive means no such curve, though single readings can be large; an effect the other way counts as inactive or inconclusive. The list is partial, so the mix of outcomes need not match the whole.

SMILES | p53null 39C kill | B2AR arrestin ag | TSG101-PTAP inh | NTMT1 inh | FH mod | GALK inhibitor | p53null 32C tox
COc1ccc(CCNC(=O)Cn2c(=O)nc(-c3ccccc3)c3ccccc32)cc1OC | -13% | 1% | -2% | -12% | -19% | 0% | 4%
COc1cccc(C(=O)Nc2ccccc2OCc2cc(=O)n3ccccc3n2)c1 | 2% | 0% | -2% | 8% | -15% | 5% | -5%
CNC(=O)c1ccc2nc(CCc3ccccc3)oc2c1 | -4% | 2% | -1% | 4% | 3% | -4% | 1%
CCCN(C(=O)c1cn(CC(C)C)c(=O)c2cc(OC)c(OC)cc12)c1cccc(C)c1 | 13% | -2% | -12% | -26% | -9% | -3% | -3%
COc1ccc(OC(=O)c2nc(SCc3ccccc3C)ncc2Cl)cc1 | -8% | -2% | 1% | 7% | -18% | -4% | 1%
CCOC(=O)CSc1nc2sc3c(c2c(=O)n1CC)CCCC3 | 4% | 0% | 2% | -13% | -7% | -3% | 1%
O=C(Cn1c(=O)n(Cc2ccc3c(c2)OCO3)c(=O)c2oc3ccccc3c21)Nc1ccc(F)cc1 | -23% | 0% | 1% | -12% | ? | 5% | -6%
Cc1ccc(NC(=O)C(C)n2nnc3sc4c(c3c2=O)CCCC4)cc1Cl (centres undefined) | -9% | -1% | 6% | -2% | -16% | 1% | -11%
CCOC(=O)c1cccc(NC(=O)CCSCCc2ccccn2)c1 | 23% | -2% | -3% | 16% | -3% | -11% | -14%
COc1ccccc1CNC(=O)CN(C)c1nn2c(=O)cc(C)nc2s1 | -2% | -3% | -10% | 7% | 3% | 0% | -2%
Cc1c(C2=CCN(S(=O)(=O)c3ccc(Cl)cc3)CC2)c2ccccc2n1CC(=O)N1CCCC1 | 12% | -2% | 2% | 13% | -5% | -1% | ?
Cc1ccc(N2CC(NC(=O)c3ccc(S(=O)(=O)N4CCCC4)cc3)CC2=O)cc1C (centres undefined) | -2% | 0% | 0% | 7% | -9% | -8% | -3%
CCOCCc1nnc(NC(=O)C(=O)c2cc(C)n(-c3ccc(C)c(C)c3)c2C)s1 | -13% | -2% | -1% | 15% | 7% | 0% | -3%
CCOc1ccc(C(=O)Nc2ccc3nc(SCC(=O)N(C)c4ccccc4)sc3c2)cc1 | -26% | -4% | -3% | -5% | -19% | 0% | -8%
Cc1ccc(NC(=O)Cn2c(=O)n(-c3ccccc3)c(=O)c3ccc(C(=O)NCc4ccc5c(c4)OCO5)cc32)c(C)c1 | ? | -1% | -7% | -2% | 3% | 1% | -16%
CCOc1ccc(CCNC(=O)c2nnc(Cc3ccc(Cl)cc3Cl)o2)cc1OCC | -9% | 1% | -1% | 18% | 8% | 4% | 6%
CCOC(=O)c1c(S(=O)(=O)N2CCCC(C(=O)NCc3cccc(OC)c3)C2)c(C)n(C)c1C (centres undefined) | 2% | -1% | -1% | 9% | -12% | -1% | 5%
Fc1ccc(NCc2cccn2-c2nnc(N3CCOCC3)s2)cc1 | -18% | 1% | -9% | -4% | -11% | 1% | -14%
O=C(CCn1ccc2cc(S(=O)(=O)N3CCCC3)ccc21)NCc1ccccc1Br | 0% | -1% | -3% | -2% | -5% | 1% | -8%
COc1cc(Cl)c(C)cc1NC(=O)c1cn(C2CCCC2)c(=O)c2c1c1ccccc1n2C | -1% | 0% | 0% | 0% | -1% | -1% | 0%
COc1cc(CN(C(=O)c2cccc(Cl)c2)c2ccccn2)cc(OC)c1OC | 4% | -5% | -1% | ? | -20% | -1% | -7%
CCc1ccc2nc(N(Cc3cccnc3)C(=O)Cc3ccccc3)sc2c1 | 22% | -1% | 5% | -8% | ? | -6% | 40%[activator]
CN(C(=O)CSc1nnc(-c2ccc([N+](=O)[O-])cc2)o1)C1CCCCC1 | -2% | -5% | 4% | 2% | 13% | ? | -6%
COc1ccc(Cn2c(=O)c3oc4ccccc4c3n(Cc3ccc(Cl)cc3)c2=O)cc1 | -13% | 0% | -1% | -3% | 3% | 4% | -7%
CCOC(=O)Cn1c(=O)n(C2CCCCC2)c2nc(-c3cccc(C)c3)nc(C(N)=O)c21 | -17% | 1% | -5% | 9% | 6% | 0% | 4%
CCn1cc(C(=O)NCc2ccccc2)c(=O)c2cc(S(=O)(=O)N3CCc4ccccc4C3)ccc21 | 16% | 0% | -4% | 0% | -13% | 0% | 11%
CCCOc1ccc(CNC(=O)Cn2cc3c(n2)-c2c(oc(C(=O)N4CCOCC4)c2C)CC3)cc1 | -8% | 4% | 2% | -22% | -23% | 4% | -4%
Cc1ccc(C)c(NC(=O)c2cc(S(=O)(=O)NCCC3=CCCCC3)ccc2F)c1 | 25% | 0% | -4% | 3% | -10% | 1% | 27%
CCOc1ccc(CNC(=O)c2ccc3nc(CC)c(CC)nc3c2)cc1 | -7% | 10% | 2% | 7% | -26% | -1% | -5%
O=C(Cc1ccc(-c2ccccc2)cc1)NCCS(=O)(=O)N1CCN(c2cccc(Cl)c2)CC1 | -8% | 0% | 0% | 6% | 14% | -1% | -1%
CCOC(=O)c1cnc2nc(NCc3ccc(OCC)cc3)[nH]n2c1=O | 1% | -1% | 0% | 9% | 3% | -2% | -5%
Cc1ccc(NC(=O)C2CCN(S(=O)(=O)c3cccc4nsnc34)CC2)cc1 | 18% | 0% | -2% | 13% | -1% | 0% | 3%

By substructure: those above containing a Cl atom
SMILES | p53null 39C kill | B2AR arrestin ag | TSG101-PTAP inh | NTMT1 inh | FH mod | GALK inhibitor | p53null 32C tox
COc1ccc(OC(=O)c2nc(SCc3ccccc3C)ncc2Cl)cc1 | -8% | -2% | 1% | 7% | -18% | -4% | 1%
Cc1ccc(NC(=O)C(C)n2nnc3sc4c(c3c2=O)CCCC4)cc1Cl (centres undefined) | -9% | -1% | 6% | -2% | -16% | 1% | -11%
Cc1c(C2=CCN(S(=O)(=O)c3ccc(Cl)cc3)CC2)c2ccccc2n1CC(=O)N1CCCC1 | 12% | -2% | 2% | 13% | -5% | -1% | ?
CCOc1ccc(CCNC(=O)c2nnc(Cc3ccc(Cl)cc3Cl)o2)cc1OCC | -9% | 1% | -1% | 18% | 8% | 4% | 6%
COc1cc(Cl)c(C)cc1NC(=O)c1cn(C2CCCC2)c(=O)c2c1c1ccccc1n2C | -1% | 0% | 0% | 0% | -1% | -1% | 0%
COc1cc(CN(C(=O)c2cccc(Cl)c2)c2ccccn2)cc(OC)c1OC | 4% | -5% | -1% | ? | -20% | -1% | -7%
COc1ccc(Cn2c(=O)c3oc4ccccc4c3n(Cc3ccc(Cl)cc3)c2=O)cc1 | -13% | 0% | -1% | -3% | 3% | 4% | -7%
O=C(Cc1ccc(-c2ccccc2)cc1)NCCS(=O)(=O)N1CCN(c2cccc(Cl)c2)CC1 | -8% | 0% | 0% | 6% | 14% | -1% | -1%
